SW480 rerep: A quantitative high throughput screen for small molecules that induce DNA re-replication in SW480 colon adenocarcinoma cells; SW480 DNA re-replication, Hoechst DNA content imaging, 48 h; Potency, µM (highest dose often 46.1 µM), inactives show top-dose re-replication activation, usual class: activators; 340,000 compounds, 1.8% hits; also: potency is read from the fitted curve at half-maximal effect; % of control where 0% means no effect; nearly all actives have a fitted effect of over 55% in size
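DNA re-replication was detected as more nuclei of elevated Hoechst intensity after 48 hr exposure to compound (23 nL pinned per well of 250 cells).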
HT1080 IDH1KD tx: qHTS for induction of synthetic lethality in tumor cells producing 2HG: qHTS for the HT-1080-IDH1KD cell line; Potency, µM (top dose mostly 46.1 µM), for inactives: top-dose activity, negative = toxicity, most hits filed as cytotoxic; HT-1080 IDH1 knockdown viability, ATP luminescence, 48 h; 360,000 compounds, 2% hits;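 also: potency is read from the fitted curve at half-maximal effect; 0% = DMSO wells and -100% = cell-free medium wells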
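CellTiter-Glo luminescence after 48 h compound exposure at 37 degrees C of IDH1-knockdown HT-1080 cells in 5% FBS RPMI. %Activity scaled between DMSO wells and cell-free media wells, with curves fitted and assigned curve classes.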
WRN inhibitor: qHTS for Inhibitors of WRN Helicase. WRN helicase unwinding, fluorescent forked duplex, kinetic. AID 651768, 2012. Bifunctional 3'-5' exonuclease/ATP-dependent helicase WRN (Homo sapiens), Q14191. Potency, µM (top dose mostly 114 µM), for inactives: at the top dose activity change, negative = inhibition, usual class: inhibitors. 360,000 compounds, 0.46% hits; also: potency is read from the fitted curve at half-maximal effect; % is scaled to controls: 0 for no effect and ±100 for the full control effect; nearly all actives have a fitted effect of over 55% in size
Target sequence (Q14191 whole entry, looked up): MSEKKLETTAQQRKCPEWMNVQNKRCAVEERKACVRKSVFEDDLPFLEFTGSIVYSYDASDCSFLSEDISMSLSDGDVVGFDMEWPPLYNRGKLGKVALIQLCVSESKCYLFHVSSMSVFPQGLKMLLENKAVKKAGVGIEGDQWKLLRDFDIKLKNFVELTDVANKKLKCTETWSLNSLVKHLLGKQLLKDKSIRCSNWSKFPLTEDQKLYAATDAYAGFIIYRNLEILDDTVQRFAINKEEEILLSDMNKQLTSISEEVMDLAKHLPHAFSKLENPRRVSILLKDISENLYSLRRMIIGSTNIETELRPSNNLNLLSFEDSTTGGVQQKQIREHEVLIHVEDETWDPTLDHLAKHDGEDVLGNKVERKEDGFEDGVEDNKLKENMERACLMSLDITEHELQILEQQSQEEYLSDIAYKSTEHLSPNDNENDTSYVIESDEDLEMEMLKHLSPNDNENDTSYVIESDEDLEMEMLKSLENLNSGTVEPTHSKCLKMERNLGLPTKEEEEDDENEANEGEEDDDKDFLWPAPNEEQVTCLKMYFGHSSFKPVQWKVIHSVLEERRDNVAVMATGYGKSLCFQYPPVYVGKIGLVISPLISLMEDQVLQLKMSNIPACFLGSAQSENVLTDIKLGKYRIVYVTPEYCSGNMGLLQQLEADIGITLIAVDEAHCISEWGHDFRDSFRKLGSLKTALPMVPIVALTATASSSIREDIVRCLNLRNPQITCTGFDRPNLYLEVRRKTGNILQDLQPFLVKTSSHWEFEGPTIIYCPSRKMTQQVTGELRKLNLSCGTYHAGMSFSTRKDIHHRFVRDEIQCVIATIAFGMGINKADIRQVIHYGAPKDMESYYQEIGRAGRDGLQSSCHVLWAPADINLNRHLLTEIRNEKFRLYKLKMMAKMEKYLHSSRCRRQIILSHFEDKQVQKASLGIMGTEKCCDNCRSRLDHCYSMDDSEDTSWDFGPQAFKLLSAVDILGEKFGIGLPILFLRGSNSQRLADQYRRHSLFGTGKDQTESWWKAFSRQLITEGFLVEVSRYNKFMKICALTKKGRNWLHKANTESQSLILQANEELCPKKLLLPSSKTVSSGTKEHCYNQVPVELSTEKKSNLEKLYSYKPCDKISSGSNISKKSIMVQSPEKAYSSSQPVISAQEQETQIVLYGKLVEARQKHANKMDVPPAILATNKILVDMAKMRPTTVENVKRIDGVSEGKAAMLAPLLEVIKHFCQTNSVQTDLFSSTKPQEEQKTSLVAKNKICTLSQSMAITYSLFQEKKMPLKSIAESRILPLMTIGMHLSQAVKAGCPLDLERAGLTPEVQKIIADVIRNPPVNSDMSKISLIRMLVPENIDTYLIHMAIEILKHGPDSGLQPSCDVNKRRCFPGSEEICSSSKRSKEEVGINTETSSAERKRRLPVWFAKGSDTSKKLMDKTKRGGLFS
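Kinetic fluorescence helicase assay: unwinding of a quenched forked DNA duplex (100 nM final) with 2 mM ATP final raises red fluorescence (525/598 nm). Compounds sat 15 min at room temperature with 20 nM WRN beforehand.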
KB-V1 cytotox: qHTS assay for MDR1-selective chemotherapeutics: Primary screen using the drug-selected MDR subline cells KB-V1; 400,000 compounds, 3.4% hits; Potency, µM (highest dose often 46.1 µM), without a hit: top-dose activity change, negative = cytotoxicity, usual class: cytotoxic; KB-V1 MDR cells viability, CellTiter-Glo, 72 h; also: potency is read from the fitted curve at half-maximal effect; % is scaled to controls: 0 for no effect and ±100 for the full control effect; nearly all actives have a fitted effect of over 60% in size
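Cytotoxicity toward P-gp-expressing KB-V1 cells was determined as loss of CellTiter-Glo luminescence after 72 h at 37 degrees C. Compounds were tested in quantitative HTS format across a concentration range, with curves fitted to normalized data.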
MCF10A rereplic: A quantitative high throughput screen for small molecules that induce DNA re-replication in MCF 10a normal breast cells | MCF 10A DNA re-replication, Hoechst nuclear intensity, 48 h | Potency, µM (top dose mostly 46.1 µM), inactives show at the top dose activity, positive = re-replication, hits mostly activators | 350,000 compounds, 2.9% hits; also: potency is read from the fitted curve at half-maximal effect; % of control where 0% means no effect; nearly all actives have a fitted effect of over 50% in size
IL1B secr inh: qHTS for Inhibitors of Inflammasome Signaling: IL-1-beta AlphaLISA Primary Screen | activity change, % at 57.5 µM | 360,000 compounds, 4.7% hits | THP-1 LPS/ATP IL-1B secretion, AlphaLISA, 16 h; hits give low values; in the data active = activity change below about -50%; inconclusive = mostly about -30% to -49%; also: % is scaled to controls: 0 for no effect and ±100 for the full control effect
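Secreted IL-1B measured by AlphaLISA bead assay after 16 h compound exposure of THP-1 cells; compounds (final up to 57.5 uM) added 1 h before LPS (250 ng/mL) and ATP (1.25 mM) stimulation; lower signal means less secretion.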
ATXN2 expr inh: Primary qHTS for Inhibitors of ATXN expression. HEK-293 ATXN2-luciferase reporter, luminescence, 24 h. Potency, µM (highest dose often 57 µM), inactives show at the highest dose activity change, negative = inhibition, actives largely listed as inhibitors. 360,000 compounds, 0.72% hits. AID 1745845, 2022; also: potency is read from the fitted curve at half-maximal effect; % is scaled to controls: 0 for no effect and ±100 for the full control effect; nearly all actives have a fitted effect of over 55% in size
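ATXN2-luciferase reporter cells (luciferase flanked by upstream and downstream ATXN2 gene portions) were treated 24 h at 37 °C with compounds at up to 57 uM. SteadyGlo luminescence gave expression; GF-AFC fluorescence gave viability.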
KB-3-1 cytotox: qHTS assay for MDR1-selective chemotherapeutics: Primary screen using the parental adenocarcinoma cell KB-3-1; KB-3-1 viability, CellTiter-Glo ATP luminescence, 72 h; Potency, µM (series often up to 46.1 µM), for inactives: at the highest dose activity change, negative = cytotoxic, usual class: cytotoxic; 400,000 compounds, 1.4% hits; AID 1347075, 2019; also: potency is read from the fitted curve at half-maximal effect; % is scaled to controls: 0 for no effect and ±100 for the full control effect; nearly all actives have a fitted effect of over 60% in size
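Cells are dispensed, compounds pinned in, plates held at 37 °C for 72 h, then CellTiter-Glo is added and luminescence read after 10 minutes. Cell line: parental KB-3-1 in phenol-red-free DMEM, 10% FBS.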
HT1080NT lethal: qHTS for induction of synthetic lethality in tumor cells producing 2HG: qHTS for the HT-1080-NT fibrosarcoma cell line | HT-1080-NT fibrosarcoma viability, CellTiter-Glo ATP luminescence, 48 h | Potency, µM (titrated, usually from 46.1 µM), for inactives: at the top dose activity, negative = less viability, actives largely listed as cytotoxic | 360,000 compounds, 1.6% hits | AID 686970, 2013;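 also: NT is the 2HG producing partner of a matched IDH1 knockdown line; potency is read from the fitted curve at half-maximal effect; 0% = DMSO-treated cells and -100% = media-only wells without cells; nearly all actives have a fitted effect of over 55% in size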
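HT-1080-NT; 750 cells/well; 5% FBS RPMI; 48 h compound, 37 degrees C; CellTiter-Glo luminescence; curve fitting and curve-class assignment.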
* marks the source's active call; other numbers are inactive results; i = inactive; ? = inconclusive; . = no result given; & = joins results of further samples; [ ] = another dose, or the depositor's remark. Unless noted, calls follow the shape of the dose curve; as a rule, active = well fitted curve in the direction sought with a large enough effect; inconclusive = small, poorly fitted or top-dose-only effect, or another doubt; inactive = no such curve, though single readings can be large; an effect the other way counts as inactive or inconclusive.

Each structure is followed by: SW480 rerep	HT1080 IDH1KD tx	WRN inhibitor	KB-V1 cytotox	MCF10A rereplic	IL1B secr inh	ATXN2 expr inh	KB-3-1 cytotox	HT1080NT lethal
CCC(=O)N1c2ccc(S(=O)(=O)CCC(=O)N3CCn4c3nc3ccccc34)cc2CC1C (centres undefined)
  23.0%[9.22 µM]	-5.3%	2.7%	-11.7%	0.1%	-96.7*	11.4%	-5.0%	3.7%
COc1cc(C(=O)Nc2cccc(-c3nncn3C)c2)cc(OC)c1OC
  0.4%[9.22 µM]	-0.7%	0.9%	9.1%	0.0%	-12.6	0.5%	11.0%	-1.1%
CCC(CC)CC1CN2CCc3cc(OC)c(OC)cc3C2CC1(O)CC (centres undefined)
  .	-13.3%	30.1%	-3.0%	.	-7.0	.	?	-13.8%
O=C(COC(=O)c1cc(Cl)nc(Cl)c1)NCc1ccc2c(c1)OCO2
  -6.4%	-0.8%	9.0%	17.0%	1.6%	-8.1	3.5%	2.7%	1.1%
CCOC(=O)C1NN=C(C(=O)c2ccccc2)C1c1ccc(Cl)cc1 (centres undefined)
  -9.3%	0.4%	-12.0%	-20.3%	8.3%	6.0	-23.0%	1.0%	20.8%
CC1(C)CC(N2CCC(=O)N(C3CC(C)(C)NC(C)(C)C3)C2)CC(C)(C)N1
  2.5%	13.1%	0.5%	0.0%	-5.4%	4.2	4.8%	16.6%	29.8%
Cc1cc(C)n2nc(SCc3nc4ccccc4[nH]3)nc2n1
  -10.4%	11.6%	-4.2%	11.4%	4.1%	-11.0	0.6%	4.6%	10.9%
O=C1c2ccccc2C2(c3ccccc3)N1CCN2C(=O)C(Cl)(Cl)Cl (centres undefined)
  ?	?	1.0%	16.4µM*	?	-11.1	-35.0%	?	?
CN1CCN(c2ccc(NC(=O)CN3CCOCC3)cc2F)CC1
  -2.1%	29.9%	-30.9%	6.2%	-0.8%	3.0	6.8%	5.4%	6.8%
O=C(Cn1cnc2ccccc21)N/N=C/c1cccc([N+](=O)[O-])c1
  -7.9%	12.5%	-4.2%	-3.6%	-2.2%	22.3	-21.9%	6.8%	4.2%

Record cards (already shown). Screens in order: SW480 rerep, HT1080 IDH1KD tx, WRN inhibitor, KB-V1 cytotox, MCF10A rereplic, IL1B secr inh, ATXN2 expr inh, KB-3-1 cytotox, HT1080NT lethal
Record of `Cc1cc(C)n2nc(SCc3nc4ccccc4[nH]3)nc2n1` = -10.4%, 11.6%, -4.2%, 11.4%, 4.1%, -11.0, 0.6%, 4.6%, 10.9%
Record of `CCC(=O)N1c2ccc(S(=O)(=O)CCC(=O)N3CCn4c3nc3ccccc34)cc2CC1C` (centres undefined) = 23.0%[9.22 µM], -5.3%, 2.7%, -11.7%, 0.1%, -96.7*, 11.4%, -5.0%, 3.7%

(continued)
Each structure is followed by: SW480 rerep	HT1080 IDH1KD tx	WRN inhibitor	KB-V1 cytotox	MCF10A rereplic	IL1B secr inh	ATXN2 expr inh	KB-3-1 cytotox	HT1080NT lethal
COC(=O)c1[nH]c2cc(OC)ccc2c1NC(=O)CCN1CCSCC1
  -12.1%	1.6%	-1.8%	-3.1%	-0.2%	14.1	0.4%	22.3%	6.2%
CCCCOc1ccc(C(=O)NNC(=O)C2C3C=CC(C3)C2C(=O)O)cc1 (centres undefined)
  -0.9%	-1.1%	-10.0%	-18.0%	1.9%	-14.4	-3.6%	1.4%	-8.8%
O=[N+]([O-])c1cc(O)c2ncccc2c1
  -26.8%	2.31µM*	-0.1%	18.4µM*	?	-94.6*	5.01µM*	?	1.84µM*
COc1ccc(CNC(=O)c2csc(Cc3ccc(OC)cc3)n2)cc1
  ?	-8.5%	-11.8%	-8.3%	2.4%	-20.1	-6.4%	?	-0.2%
Cc1cc(C)cc(C(=O)NC(=S)Nc2ccc(Cc3ccncc3)cc2)c1
  ?	?	?	?	?	?	-36.5%	?	?
CCCCn1nnnc1C1(C)CCC(=O)N1Cc1ccc(C)cc1 (centres undefined)
  .	14.3%	-3.8%	18.5%	.	16.3	19.2%	4.2%	27.2%
COC(=O)c1ccccc1NC(=O)CSc1nc(O)cc(=O)n1C1CCCC1
  -0.9%	-1.7%	-10.2%	-11.5%	2.0%	-3.8	1.4%	-1.0%	0.3%
C/C(=N\NC(=O)c1cccc(O)c1)c1ccc(NC(=O)Cc2ccccc2)cc1
  -15.3%	-3.9%	-12.0%	.	-5.9%	23.5	26.7%	.	9.6%
O=C(O)CCNC(=O)/C(=C\C=C\c1ccccc1)NC(=O)c1ccccc1
  -3.4%	8.2%	1.4%	11.8%	-0.4%	8.1	3.4%	7.3%	6.0%
CCC(C)CN1C(=O)CN(S(C)(=O)=O)CC1(C)C(=O)NCc1ccccc1 (centres undefined)
  .	20.5%	-0.1%	-7.0%	.	12.9	.	3.6%	15.8%
COc1ccc(NC(=O)CN2C(=O)COc3ccc(S(=O)(=O)N4CCCCC4)cc32)c(OC)c1
  -5.3%	5.1%	-10.1%	-5.9%	1.8%	-54.0*	2.1%	-5.7%	18.8%
CCOc1nc(-c2ccccc2)c2cc(Br)ccc2n1
  -8.7%	2.7%	4.1%	-13.8%	2.8%	26.6	3.7%	0.6%	0.8%
Cc1ncsc1C(=O)N1CCCC(C(=O)c2ccc3ccccc3c2)C1 (centres undefined)
  ?	-4.5%	-27.8%	?	-5.3%	i	-14.3%	-16.6%	-2.8%
Nn1c(-c2cccc([N+](=O)[O-])c2)nc2ccccc2c1=O
  -2.2%	-25.7%	5.4%	-4.1%	-4.2%	-0.6	23.3%	-4.0%	0.8%
COC(=O)C[C@@H]1CC[C@H](NC(=O)c2ccc3c(c2)OCO3)[C@@H](CO)O1
  .	14.5%	3.8%	5.6%	.	24.5	.	6.2%	24.6%
COc1ccc(NC(=O)COc2ccc(C(=O)OCC(=O)N(C)C3CCS(=O)(=O)C3)cc2OC)cc1 (centres undefined)
  -4.1%	10.6%	-1.4%	0.1%	4.6%	1.8	-16.6%	13.1%	9.6%
O=C(NCc1ccncc1)C(=O)NC1CC1
  29.1%	15.0%	4.9%	-0.8%	-5.4%	0.0	.	-2.1%	19.7%
CCOC(=O)c1sc(=NC(=O)c2ccc(F)cc2)n(C)c1C
  -12.4%	5.6%	-3.4%[57.1 µM]	21.3%	-1.4%	54.2	88.4%[activator]	4.4%	10.8%
CCOc1cc(CN2CCC(N3CCC(C(=O)NC4CC4)CC3)CC2)ccc1O
  .	-1.2%	-8.0%	7.9%	.	?	.	-62.1%	-0.4%
COc1ccc(-c2cc(C(=O)NCc3ccc(C(F)(F)F)cc3)[nH]n2)c(C)c1
  .	?	-3.5%	3.1%	.	-29.1	-25.8%	0.0%	?
N#C/C(=C\c1ccc(O)c(O)c1)C(=O)NCc1ccccc1
  4.8%	?	?	-16.1%&14.9%	-46.0%[inhibitor]	-9.4	6.2%	0.0%&-1.2%	?
O=c1ccn([C@@H]2O[C@H](CNCc3c(OCc4ccccc4F)ccc4ccccc34)[C@@H](O)[C@H]2O)c(=O)[nH]1
  .	?	-6.2%	14.5%	.	-57.8*	-4.9%	0.0%	?
N#CCCCc1cc2cc(F)ccc2cn1
  -8.9%	16.9%	-1.0%	-9.4%	0.2%	-3.7	2.9%	13.1%	10.0%
COc1ccc(NCC(=O)Nc2cccc(C(F)(F)F)c2)cc1S(=O)(=O)N1CCOCC1
  12.6%	-1.4%	0.2%	-3.2%	5.1%	-0.7	-32.7%	-14.2%	-3.3%
COc1ccc(CNCC(O)COc2cccc3c2OC(C)(C)C3)cc1 (centres undefined)
  ?	-29.0%	-5.9%	?	?	?	-17.5%	?	?
COc1nc(NCCc2ccc(OC)c(OC)c2)nc(NC(C)(C)CO)n1
  -5.3%	-22.5%	10.6%	?	3.7%	10.3	-1.1%	16.4%	-3.8%
Cc1nn(CC(=O)NC2CC2)c(C)c1S(=O)(=O)NC(C)(C)C
  -7.0%	12.2%	-4.1%	0.0%	-1.5%	9.6	-3.1%	-1.1%	-3.1%
CC(=O)Nc1ccc2nc(CN3CCN(CC=C(C)C)C(CCO)C3)ccc2c1 (centres undefined)
  -16.4%	22.4%	9.9%	1.9%	6.5%	-17.7	-35.9%	-10.2%	-11.0%
Cc1cccc(-c2noc(-c3csc([C@@H]4C[C@H](O)[C@@H](CO)O4)n3)n2)c1
  .	0.9%	0.5%	1.0%	.	-20.7	16.3%	0.0%	?
Cc1ccc(S(=O)(=O)NCCC(=O)OCC(=O)Nc2cccc(S(=O)(=O)NC3=NCCCCC3)c2)cc1
  -5.4%	8.8%	1.7%	27.8%	1.7%	10.2	-11.0%	-6.1%	14.9%
COc1ccc(S(=O)(=O)N2CCN(CC(=O)NC(C)c3cccs3)CC2)cc1 (centres undefined)
  .	-2.0%	12.6%	1.5%	.	-19.3	.	-11.3%	-1.6%
CC(C)CN(C(=O)CN(C)C(=O)c1ccco1)c1c(N)n(CC(C)C)c(=O)[nH]c1=O
  ?	4.5%	-3.1%	28.8%	0.1%	5.8	3.2%	4.7%	6.7%
Cc1onc(-c2ccccc2Cl)c1C(=O)Nc1cccc(-c2cn3cccnc3n2)c1
  20.3%	-23.0%	-1.4%	16.4µM*	?	0.0	-10.2%	-11.1%	-1.4%
CN(C(=O)CSc1nnc2ccccn12)C1CCS(=O)(=O)C1 (centres undefined)
  -0.2%	14.3%	-4.7%	16.8%	-8.0%	0.2	-4.3%	3.9%	12.7%

An unsorted share of the library; any-hit rate near 12%.
